# Bioassay records deposited in PubChem BioAssay by Broad Institute.
# GASC1 inh: inhibitors of GASC-1 (KDM4C) histone demethylase, primary screen, biochemical, single concentration HTS; GST-KDM4C 2-372, H3K9me3 peptide, LANCE TR-FRET; inhibition, % at 12.5 µM; actives 0.15% (n = 96,000);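 active = mean replicate inhibition above about 25%, with at least 55% of replicates also reaching it, limit read from the data, passing the limit was not always enough; inconclusive = only one of those two conditions met; inactive = neither condition met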
# Target sequence (Q9H3R0 2-372 limits assumed): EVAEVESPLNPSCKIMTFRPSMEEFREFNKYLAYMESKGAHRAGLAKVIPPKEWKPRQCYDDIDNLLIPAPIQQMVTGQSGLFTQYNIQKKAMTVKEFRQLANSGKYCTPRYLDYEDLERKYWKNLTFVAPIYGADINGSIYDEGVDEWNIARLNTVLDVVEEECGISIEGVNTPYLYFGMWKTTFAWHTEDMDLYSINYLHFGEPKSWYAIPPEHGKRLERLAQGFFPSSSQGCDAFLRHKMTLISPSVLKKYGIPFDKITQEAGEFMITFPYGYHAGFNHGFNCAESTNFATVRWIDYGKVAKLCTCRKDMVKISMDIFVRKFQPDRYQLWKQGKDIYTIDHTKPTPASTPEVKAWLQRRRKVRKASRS
#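 Material: N-terminal GST-fused human GASC-1 (KDM4C) fragment, residues 2-372. Input: 10 nM enzyme. Incubation: enzyme reaction 30 min, then detection 60 min, both room temperature. Doses: one test concentration per compound. Read-out basis: inhibition from TR-FRET ratio decrease. Detection: LANCE TR-FRET, excitation 340 nm, emissions 618 and 671 nm.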
# T cruzi growth: T. cruzi intracellular proliferation inhibitors, primary screen, cell-based, beta-gal Tulahuen parasites, NIH3T3 host, luminescence | T. cruzi beta-gal in NIH3T3, GalScreen luminescence, 90 h | inhibition, % at 8.34 µM | actives 5.9% (n = 77,000);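 active = mean inhibition above about 93%, with at least 55% of replicates each passing it, limit read from the data, passing the limit was not always enough; inconclusive = only one of those two conditions holds; inactive = neither condition holds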
# Pf Dd2 inh: P. falciparum Dd2 growth inhibitors, primary screen, SYBR Green fluorescence, single dose replicates. 72 h; stronger effect = lower value. activity change, % at 10 µM. actives 2.3% (n = 94,000). AID 1159554, 2015; in the data active = activity change below about -80%; inconclusive = no clear call, values can overlap the other calls
# C diff growth: C. difficile growth inhibitors, primary screen, HTS; AID 1259249, 2017; growth activity, negative = inhibition, % at 16 µg/mL (by protocol); Clostridium difficile clinical isolate growth, OD600, 24 h; stronger effect = lower value; actives 0.25% (n = 86,000);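 active = mean growth activity at or below -80% and every replicate also at or below -80%; inconclusive = mean at or below -80% but some replicate above -80%; inactive = mean growth activity above -80%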;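 note: 0% = DMSO wells and -100% = levofloxacin 16 µg/mL wells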
# The depositor's hits bear a star; ? = inconclusive; · = no result given; & = joins results of further samples. This is a random part of the collection, and some 7% of all compounds hit somewhere here.
SMILES,GASC1 inh,T cruzi growth,Pf Dd2 inh,C diff growth
COc1ccc(NC(=O)Nc2cccc3c2O[C@H](CN(C)C(=O)NC(C)C)[C@H](C)CN([C@H](C)CO)C3=O)cc1,17,83,-1,-2
C[C@H](CO)N1C[C@H](C)[C@H](CN(C)S(=O)(=O)c2cccs2)Oc2c(NC(=O)Nc3ccccc3)cccc2C1=O,0.2,19,-17,2
C[C@H](CO)N1C[C@H](C)[C@@H](CN(C)C(=O)Nc2ccc(C(F)(F)F)cc2)Oc2ccc(NC(=O)CCC(F)(F)F)cc2CC1=O,0.0,22,-15,-1
CCC(=O)N(C)C[C@@H]1Oc2cc(C#CC3CC3)ccc2S(=O)(=O)N([C@H](C)CO)C[C@H]1C,-1.0,43,-9,·
CS(=O)(=O)N1CC2(C1)[C@H](c1ccccc1)[C@@H](CO)N2CCC(F)(F)F,0.7,·,-8,-6
Cc1ccc(S(=O)(=O)Nc2ccc3c(c2)C(=O)N([C@H](C)CO)C[C@H](C)[C@H](CN(C)C(=O)c2ccncc2)OCCCC[C@@H](C)O3)cc1,1.8,-2,26,·
C[C@H]1CCCCO[C@H](CN(C)S(=O)(=O)c2cn(C)cn2)[C@@H](C)CN([C@@H](C)CO)C(=O)c2cc(NC(=O)NC3CCCCC3)ccc2O1,0.0,-2,-1,-7
COC(=O)C[C@@H]1CC[C@@H]2[C@H](COc3ccc(NC(=O)c4cc(C)on4)cc3C(=O)N2C)O1,-0.3,-4,-4,3
C[C@@H]1CN([C@H](C)CO)C(=O)c2cc(-c3ccc(F)cc3)cnc2O[C@@H]1CN(C)Cc1ccccn1,2.6,13,-9,-1
CCCc1cn([C@H]2C[C@@H]3O[C@H](CO)CC[C@@H]3O[C@@H]2CCc2ccc(-c3cccc(OC)c3)cc2)nn1,·,·,-69,18

# Two of the compounds above, with values under each structure.
# Values run as follows: GASC1 inh | T cruzi growth | Pf Dd2 inh | C diff growth
COC(=O)C[C@@H]1CC[C@@H]2[C@H](COc3ccc(NC(=O)c4cc(C)on4)cc3C(=O)N2C)O1
    -0.3 | -4 | -4 | 3
CCCc1cn([C@H]2C[C@@H]3O[C@H](CO)CC[C@@H]3O[C@@H]2CCc2ccc(-c3cccc(OC)c3)cc2)nn1
    · | · | -69 | 18

# Next section
SMILES,GASC1 inh,T cruzi growth,Pf Dd2 inh,C diff growth
CN(C)c1ccc2c(c1)[C@@H]1C[C@@H](CC(=O)N3CCc4ccccc4C3)O[C@H](CO)[C@@H]1O2,?,-1,-38,-5
Cc1ccccc1-c1ccc([C@@H]2[C@@H](CO)N3CCCCN(C(=O)NC4CCCC4)C[C@H]23)cc1,-1.3,95,9,23
C[C@@H]1CN([C@@H](C)CO)C(=O)c2cc(C#CC3(O)CCCC3)cnc2O[C@H]1CN(C)C(=O)C1CCCCC1,-1.3,97,5,-3
C[C@H](O)C#Cc1ccc2c(c1)O[C@@H](CN(C)C(=O)c1ccncc1)[C@@H](C)CN([C@H](C)CO)S2(=O)=O,·,9&-50,26&42,6&0
C[C@H](CO)N1C[C@H](C)[C@@H](CN(C)C)Oc2ccc(NS(=O)(=O)c3cn(C)cn3)cc2CC1=O,1.3,-6,26,4
C[C@@H]1CN([C@H](C)CO)C(=O)c2cc(NC(=O)Nc3ccc(C(F)(F)F)cc3)ccc2O[C@@H]1CN(C)S(C)(=O)=O,-0.4,·,13,2
COCCNC(=O)C[C@@H]1C[C@@H]2c3cc(NC(=O)CC4CC4)ccc3O[C@@H]2[C@@H](CO)O1,-1.6,-10,23,-3
C[C@H](CO)N1C[C@H](C)[C@H](CN(C)Cc2ccc(-c3ccccc3)cc2)Oc2c(NS(=O)(=O)c3cccs3)cccc2C1=O,-0.2,97*,-19,15
CO[C@@H]1CN(C)C(=O)c2ccc(NS(=O)(=O)c3ccccc3C)cc2OC[C@@H](C)NC[C@@H]1C,0.5,2,29,·
C[C@H]1CCCCO[C@H](CN(C)CC2CCCCC2)[C@@H](C)CN([C@@H](C)CO)C(=O)c2cc(NC(=O)Cc3ccccc3)ccc2O1,3.5,94,-59,20
C/C=C/c1cnc2c(c1)C(=O)N([C@@H](C)CO)C[C@@H](C)[C@H](CN(C)C(=O)Cc1ccccc1)O2,1.9,27,34,-3
O=C(CCN1CCCCC1)NCC[C@@H]1CC[C@@H](NC(=O)C2CCC2)[C@@H](CO)O1,-4.4,·,-1,2
COCc1cn(CC[C@H]2CC[C@H](NC(=O)Nc3ccccc3)[C@@H](CO)O2)nn1,-0.2,-31,10,2
CN(C)C(=O)C[C@@H]1C[C@H]2c3cc(NC(=O)CC4CC4)ccc3O[C@H]2[C@H](CO)O1,1.8,-16,15,·
C[C@H](CO)N1C[C@H](C)[C@@H](CN(C)C(=O)NC2CCCCC2)Oc2ccc(NS(=O)(=O)c3cccs3)cc2CC1=O,-0.7,-4,-17,-2
CCCNC(=O)N1C[C@@H](C)[C@H](OC)CN(C)C(=O)c2ccc(NS(C)(=O)=O)cc2OC[C@@H]1C,-0.8,2,25,·
C[C@@H]1CCCCO[C@@H](CN(C)C(=O)Nc2ccc3c(c2)OCO3)[C@@H](C)CN([C@H](C)CO)C(=O)c2cc(NC(=O)CCCN(C)C)ccc2O1,0.3,111*,9,-8
C[C@@H]1CN([C@@H](C)CO)C(=O)c2cc(C#C[C@@H](C)O)cnc2O[C@@H]1CN(C)C(=O)Nc1ccc(F)cc1,·,7,33,-2
C[C@@H]1CN([C@H](C)CO)C(=O)CCCn2cc(nn2)CO[C@@H]1CN(C)S(=O)(=O)c1ccc(F)cc1,0.3,-6,17,·
COc1ccccc1NC(=O)N[C@H]1CC[C@@H](CCn2cc(-c3ccccc3OC)nn2)O[C@@H]1CO,0.6,137*,-22,-5
C[C@@H]1CN([C@H](C)CO)C(=O)c2cc(NC(=O)Nc3ccc(C(F)(F)F)cc3)ccc2O[C@H]1CN(C)Cc1ccc(C(F)(F)F)cc1,0.5,-16,46,-2
COc1ccccc1-c1ccc2c(c1)O[C@H](CN(C)S(=O)(=O)c1ccc(F)cc1)[C@@H](C)CN([C@@H](C)CO)S2(=O)=O,-0.2,103*,-68,3
C[C@H]1CN([C@@H](C)CO)C(=O)Cc2cc(NC(=O)CCCCCC(=O)Nc3ccccc3N)ccc2O[C@@H]1CN(C)S(=O)(=O)c1cn(C)cn1,1.5,·,21,1
CCCN1C[C@H](C)[C@@H](OC)CN(C)C(=O)c2cc(NC(=O)COC)ccc2OC[C@@H]1C,-0.1,5,-25,-17
N#C[C@H]1[C@@H](c2ccc(/C=C/c3ccccc3)cc2)[C@@H](CO)N1C(=O)C1CCCC1,-0.6,?,-14,9
COc1ccccc1CNC(=O)C[C@@H]1C[C@@H]2c3cc(NS(C)(=O)=O)ccc3O[C@@H]2[C@H](CO)O1,0.8,28,22,2
C[C@H](CO)N1C[C@H](C)[C@H](CN(C)C(=O)C2CCCCC2)Oc2cc(C#C[C@@H](C)O)ccc2S1(=O)=O,0.2,60,-22,4
CCC(=O)Nc1ccc2c(c1)C(=O)N(C)C[C@H](OC)[C@H](C)CN(C(=O)c1ccc(F)cc1)[C@@H](C)CO2,0.9,-10,-8,·
O=C(CC(F)(F)F)N1C[C@@H]2[C@H](c3ccccc31)[C@H](CO)N2C(=O)C1CCCC1,-0.3,-7,-3,-1
CCCNC(=O)C[C@H]1C[C@@H]2c3cc(N(C)C)ccc3O[C@@H]2[C@@H](CO)O1,31*,35,-4,-1

# 3 structures from above, ordered by molecular weight, highest first.
SMILES,GASC1 inh,T cruzi growth,Pf Dd2 inh,C diff growth
COc1ccccc1-c1ccc2c(c1)O[C@H](CN(C)S(=O)(=O)c1ccc(F)cc1)[C@@H](C)CN([C@@H](C)CO)S2(=O)=O,-0.2,103*,-68,3
N#C[C@H]1[C@@H](c2ccc(/C=C/c3ccccc3)cc2)[C@@H](CO)N1C(=O)C1CCCC1,-0.6,?,-14,9
CS(=O)(=O)N1CC2(C1)[C@H](c1ccccc1)[C@@H](CO)N2CCC(F)(F)F,0.7,·,-8,-6

# (further entries)
SMILES,GASC1 inh,T cruzi growth,Pf Dd2 inh,C diff growth
O=C(C[C@@H]1C[C@@H]2c3cc(NC(=O)c4cccnc4)ccc3O[C@@H]2[C@@H](CO)O1)NCc1ccc(Oc2ccccc2)cc1,-2.7,·,-60,-26
O=C(C1CCCCC1)N1CC(=O)N2[C@H](CO)[C@@H](c3ccc(-c4cccnc4)cc3)[C@H]2C1,-2.4,·,1,-2
CC(C)C#Cc1ccc2c(c1)O[C@@H](CN(C)C(=O)c1ccccc1)[C@H](C)CN([C@H](C)CO)S2(=O)=O,0.2,99*,-76,-8
O=C(C[C@@H]1C[C@H]2c3cc(NC(=O)Nc4ccccc4)ccc3O[C@H]2[C@@H](CO)O1)NCC(F)(F)F,0.4,-10,3,-3
CC(C)NC(=O)N1CCCCN2[C@H](CO)[C@@H](c3ccc(C#Cc4ccccc4F)cc3)[C@@H]2C1,-0.7,102*,-25,-1
CN(C)C(=O)c1cccc(-c2ccccc2[C@@H]2[C@@H](C#N)N(C(=O)C3CC3)[C@@H]2CO)c1,-0.3,·,14,-5
O=C(C[C@@H]1CC[C@H](NC(=O)Nc2ccc(C(F)(F)F)cc2)[C@@H](CO)O1)NCCN1CCCC1,-2.2,-13,-8,·
C[C@@H]1CN([C@@H](C)CO)C(=O)c2cc(NC(=O)C3CCCCC3)ccc2O[C@@H]1CN(C)S(=O)(=O)c1ccccc1,-0.7,0,5,-6
Cc1noc(C)c1NC(=O)N(C)C[C@H]1OCCCC[C@@H](C)Oc2ccc(NS(C)(=O)=O)cc2C(=O)N([C@H](C)CO)C[C@@H]1C,16,25,40,0
COc1ccc(S(=O)(=O)N(C)C[C@H]2Oc3c(NC(=O)NC(C)C)cccc3C(=O)N([C@H](C)CO)C[C@H]2C)cc1,1.4,17,-14,-3
COc1cccc(S(=O)(=O)Nc2ccc3c(c2)[C@@H]2C[C@@H](CC(=O)NC4CCCCC4)O[C@H](CO)[C@@H]2O3)c1,-0.3,30,-45,-3
C[C@H]1CN([C@@H](C)CO)C(=O)c2ccccc2-c2ccccc2CO[C@H]1CN(C)C(=O)NC1CCCCC1,0.2,11,-10,2
CCCNC(=O)C[C@@H]1CC[C@H]2[C@@H](COC[C@@H](O)CN2C(=O)Nc2cccc(Cl)c2)O1,2.1,·,10,22&11
CCC(=O)Nc1ccc2c(c1)OC[C@H](C)N(C(=O)CC)C[C@H](C)[C@H](OC)CN(C)C2=O,0.9,1,·,·
C[C@@H]1CN([C@@H](C)CO)C(=O)CCCn2cc(nn2)CO[C@@H]1CN(C)Cc1cccc(C(=O)O)c1,0.0,-7,6,·
CN(C)c1ccc2c(c1)[C@@H]1C[C@@H](CC(=O)NCc3ccccc3F)O[C@@H](CO)[C@@H]1O2,14,-2,-2,-2
O=C(C[C@@H]1C=C[C@@H](NS(=O)(=O)c2ccccc2)[C@H](CO)O1)NCc1ccncn1,2.4,-16,7,-3
C[C@@H]1CN([C@H](C)CO)C(=O)c2cc(-c3ccccc3)cnc2O[C@@H]1CN(C)CC1CC1,1.5,-12,-33,2
COc1ccc(NC(=O)N(C)C[C@@H]2Oc3ccc(NS(C)(=O)=O)cc3C(=O)N([C@H](C)CO)C[C@@H]2C)cc1,1.0,83,10,·
Cc1cc(C(=O)Nc2ccc3c(c2)C(=O)N(C)[C@H]2CC[C@@H](CC(=O)NCc4ccc(-c5ccccc5)cc4)O[C@@H]2CO3)no1,-3.6,86,·,-6
COCC#Cc1ccc2c(c1)O[C@@H](CN(C)C(=O)Nc1ccc(OC)cc1)[C@H](C)CN([C@H](C)CO)S2(=O)=O,-0.5,-116&-51,2&-10,-6&-9
C[C@H](CO)N1C[C@H](C)[C@H](CN(C)CC2CCCCC2)OCCCC[C@H](C)Oc2ccc(NC(=O)Nc3cccc4ccccc34)cc2C1=O,-5.1,120,-70,-1
OC[C@@H]1[C@@H](c2ccc(C#CC3(O)CCCC3)cc2)[C@@H]2CN(Cc3cncnc3)CCCCN12,-0.3,18,7,-8

# Structural class, the compounds so far with a thiophene ring, fused or not (3)
SMILES,GASC1 inh,T cruzi growth,Pf Dd2 inh,C diff growth
C[C@H](CO)N1C[C@H](C)[C@H](CN(C)S(=O)(=O)c2cccs2)Oc2c(NC(=O)Nc3ccccc3)cccc2C1=O,0.2,19,-17,2
C[C@H](CO)N1C[C@H](C)[C@H](CN(C)Cc2ccc(-c3ccccc3)cc2)Oc2c(NS(=O)(=O)c3cccs3)cccc2C1=O,-0.2,97*,-19,15
C[C@H](CO)N1C[C@H](C)[C@@H](CN(C)C(=O)NC2CCCCC2)Oc2ccc(NS(=O)(=O)c3cccs3)cc2CC1=O,-0.7,-4,-17,-2
